# EPAC1 agonist – EPAC1 (human) agonism; EPAC1 agonist qHTS, biochemical assay; response scale: 100% = response to 6.5 mM cAMP; Potency, µM (highest dose often 154 µM), without a hit: at the top dose activation, actives largely listed as activators; 0.073% of 360,000 active; further: potency means the concentration at half of the fitted maximal effect; nearly all actives have a fitted effect of over 60% in size
# Target sequence (O95398 whole entry, looked up): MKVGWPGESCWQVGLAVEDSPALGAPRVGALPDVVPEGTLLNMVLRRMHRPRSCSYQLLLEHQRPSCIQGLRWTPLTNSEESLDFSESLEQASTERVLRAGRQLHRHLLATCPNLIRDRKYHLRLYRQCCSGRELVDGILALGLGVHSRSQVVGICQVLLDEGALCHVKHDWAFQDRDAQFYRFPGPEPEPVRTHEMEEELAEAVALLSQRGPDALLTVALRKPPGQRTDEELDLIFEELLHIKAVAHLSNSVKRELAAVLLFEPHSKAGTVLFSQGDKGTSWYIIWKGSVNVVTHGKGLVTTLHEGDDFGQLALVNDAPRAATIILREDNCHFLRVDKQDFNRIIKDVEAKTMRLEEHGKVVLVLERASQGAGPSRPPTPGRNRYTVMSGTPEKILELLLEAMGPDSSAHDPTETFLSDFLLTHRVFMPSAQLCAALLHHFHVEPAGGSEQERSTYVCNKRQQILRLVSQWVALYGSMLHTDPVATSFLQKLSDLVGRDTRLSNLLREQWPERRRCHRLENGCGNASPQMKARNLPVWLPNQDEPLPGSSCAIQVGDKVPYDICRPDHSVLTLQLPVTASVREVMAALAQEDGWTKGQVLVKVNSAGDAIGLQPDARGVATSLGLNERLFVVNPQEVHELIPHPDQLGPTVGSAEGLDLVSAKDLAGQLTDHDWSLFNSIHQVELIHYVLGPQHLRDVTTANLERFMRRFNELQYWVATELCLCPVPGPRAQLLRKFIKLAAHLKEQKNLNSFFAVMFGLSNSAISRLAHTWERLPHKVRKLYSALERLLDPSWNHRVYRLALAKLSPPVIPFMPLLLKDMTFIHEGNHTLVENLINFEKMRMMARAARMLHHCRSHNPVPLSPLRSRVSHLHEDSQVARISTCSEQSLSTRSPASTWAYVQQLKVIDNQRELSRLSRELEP
#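 Compounds were pinned as a concentration titration into mixtures of EPAC1 (100 nM), BODIPY-GDP-loaded Rap1B (250 nM) and GDP (50 uM). After 5 min at room temperature, fluorescence was followed for 30 min; activity was scaled to 6.5 mM cAMP.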
# CCT chaperon mod – changes cytosolic chaperonin activity; purified chaperonin ATPase assay, HTRF ADP detection, 30 min; activity change, % (concentration not given with the values), hits read low; 0.3% of 360,000 active; in the data active means activity change below about -30%; further: on the % scale 0 is the no-effect control and ±100 the full control effect
#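 ATPase activity: ADP formed was measured by HTRF Transcreener (665/615 nm ratio) after 30 min at 37 deg C with 10 uM ATP. Compounds screened at one 76 uM concentration against 40 or 20 nM TRiC in Tris pH 7.4/KCl/MgCl2/DTT buffer.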
# PLK1 PBD inh – blocks phosphopeptide binding to human PLK1 polo-box domain; P53350; Plk1 PBD binding of FITC phosphopeptide, fluorescence polarization; Potency, µM, inactives show max response, negative = inhibition, hits mostly inhibitors; 2.8% of 360,000 active; further: potency means the concentration at half of the fitted maximal effect; series mostly up to about 57 µM; on the % scale 0 is the no-effect control and ±100 the full control effect; nearly all actives have a fitted effect of over 65% in size
# MmCpn inh – blocks the Methanococcus maripaludis chaperonin Mm-Cpn. AID 504842. Potency, µM (doses to about 76.9 µM), for inactives: top-dose activity, negative = inhibition, actives largely listed as inhibitors. purified Mm-Cpn ATPase, ADP Transcreener TR-FRET. 0.031% of 330,000 active; further: potency means the concentration at half of the fitted maximal effect; on the % scale 0 is the no-effect control and ±100 the full control effect; nearly all actives have a fitted effect of over 80% in size
#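 Purified archaeal chaperonin (25 nM final) was preincubated with compound for 10 min at 37°C, then ATP (10 uM final) was added for 30 min at 37°C in Tris pH 7.4/KCl/MgCl2/DTT buffer. ADP was quantified by HTRF Transcreener TR-FRET.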
# PI5P4Ka inh – blocks human PI5P4K alpha kinase activity. PI5P4Kalpha enzyme, ADP-Glo luminescence, 60 min; hits give low values. max response, %. 1.2% of 330,000 active; active means max response of -50% or lower; inconclusive means between -30% and -50%; inactive means -30% or higher; further: value at the top dose of about 77 µM; on the % scale 0 is the no-effect control and ±100 the full control effect
#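 Luminescence from ADP-Glo served as readout of PI5P4Kalpha activity in a qHTS format. Reaction: enzyme, substrate, compound, ATP at 5 microM final, 60 min at RT.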
# WRN inhibitor – inhibitors of human WRN helicase; Q14191; WRN helicase unwinding, fluorescent forked duplex, kinetic; Potency, µM (series often up to 114 µM), for inactives: top-dose activity change, negative = inhibition, most hits filed as inhibitors; 0.46% of 360,000 active; further: potency means the concentration at half of the fitted maximal effect; on the % scale 0 is the no-effect control and ±100 the full control effect; nearly all actives have a fitted effect of over 55% in size
#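 Kinetic fluorescence helicase assay: unwinding of a quenched forked DNA duplex (100 nM final) with 2 mM ATP final raises red fluorescence (525/598 nm). Compounds sat 15 min at room temperature with 20 nM WRN beforehand.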
# EPAC2 antagonist – antagonists of human EPAC2. 0.18% of 360,000 active. AID 720708. Q8WZA2. EPAC2 GEF exchange of Rap1B-BODIPY-GDP, fluorescence. Potency, µM (top dose mostly 114 µM), for inactives: at the highest dose activity, negative = inhibition, actives largely listed as inhibitors; further: potency means the concentration at half of the fitted maximal effect; on the % scale 0 is the no-effect control and ±100 the full control effect; nearly all actives have a fitted effect of over 45% in size; many of its hits are not listed in these tables
# EPAC1 antagonist – antagonists of human EPAC1 | O95398 | EPAC1 GEF assay, Rap1b-BODIPY-GDP exchange fluorescence | Potency, µM (top dose mostly 115 µM), for the others: at the highest dose activity change, negative = inhibition, usual class: inhibitors | 0.14% of 360,000 active;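 further: potency means the concentration at half of the fitted maximal effect; plate controls were vehicle for no effect and positive control for full effect; nearly all actives have a fitted effect of over 50% in size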
# * hit, by the source's call; u = inconclusive; x = no result given; [ ] = another dose, or the depositor's remark. Unless noted, the call rests on the fitted dose curve; in most records, active means well fitted curve in the direction sought with a large enough effect; inconclusive means small, poorly fitted or top-dose-only effect, or another doubt; inactive means no such curve, though single readings can be large; an effect the other way counts as inactive or inconclusive. The list is partial; the hit share may differ from the screen's.
nr	EPAC1 agonist	CCT chaperon mod	PLK1 PBD inh	MmCpn inh	PI5P4Ka inh	WRN inhibitor	EPAC2 antagonist	EPAC1 antagonist	molecule
1	8%	-1.5	-13%	-1%	-3	11%	-16%	-12%	COc1ccc2c(c1OC)CN1CCc3cc4c(cc3[C@@H]1[C@@H]2O)OCO4
2	-14%	1.3	1%	x	2	3%	5%	-18%	CCOC1=C2[C@H]([C@H]3C(=O)N(c4ccccc4)C(=O)[C@H]3C1)[C@@H](c1ccccc1)N(S(=O)(=O)c1ccc(C)cc1)[C@H]2c1ccccc1
3	-1%	-2.5	-5%	-2%	-1	4%	-4%	-26%	O=C(CN1CCN(Cc2ccccc2)CC1)Nc1ccc(F)c(F)c1
4	-8%	-0.7	-2%	x	-2	7%	3%	9%	O=C1C2C3C=CC(CC3)C2S(=O)(=O)C2C3C=CC(CC3)C12 (stereo not given)
5	-1%	-3.5	-10%	1%	3	5%	-12%	-4%	Cc1c(C(=O)C(=O)N2CCCc3ccccc32)c2ccccc2n1C
6	9%	-9.2	-10%	-1%	-10	-12%	-7%	-5%	Cc1cccc(CN2C(=O)N/C(=C/c3cc(C)n(-c4ccccn4)c3C)C2=O)c1
7	3%	0.1	2%	-3%	0	-5%[57.1 µM]	-8%	23%	Cc1c(-c2ccccc2)oc2c(C(=O)N3CCN(c4ccc([N+](=O)[O-])cc4)CC3)cccc2c1=O
8	10%	0.7	u	-12%	-1	2%	1%	-17%	Cc1ccc(S(=O)(=O)N2CCN(C(=O)n3ccnc3)CC2)cc1
9	-2%	-0.5	-15%	x	5	-3%	4%	-2%	CC1(C(=O)N2Cc3ccccc3C2)CCN1C(=O)Cc1ccccc1 (stereo not given)
10	13%	-0.3	-5%	-1%	0	0%	4%	4%	O=C1/C(=C\c2ccncc2)SC(=S)N1C1CCCCC1
11	13%	0.8	-4%	1%	-3	2%	4%	-8%	Cc1ccc(C(=O)COC(=O)c2cn3ccccc3n2)cc1
12	-2%	0.2	-9%	-1%	-1	1%	8%	-13%	CSCC[C@H](NS(=O)(=O)c1ccc(C)cc1)C(=O)N1CCC(C(=O)N[C@@H](Cc2ccc(O)cc2)C(=O)O)CC1

# Profiles, quoted from the list. Screens in order: EPAC1 agonist | CCT chaperon mod | PLK1 PBD inh | MmCpn inh | PI5P4Ka inh | WRN inhibitor | EPAC2 antagonist | EPAC1 antagonist
# O=C1/C(=C\c2ccncc2)SC(=S)N1C1CCCCC1 is listed with 13% | -0.3 | -5% | -1% | 0 | 0% | 4% | 4%
# CCOC1=C2[C@H]([C@H]3C(=O)N(c4ccccc4)C(=O)[C@H]3C1)[C@@H](c1ccccc1)N(S(=O)(=O)c1ccc(C)cc1)[C@H]2c1ccccc1 is listed with -14% | 1.3 | 1% | x | 2 | 3% | 5% | -18%

# (list continues)
nr	EPAC1 agonist	CCT chaperon mod	PLK1 PBD inh	MmCpn inh	PI5P4Ka inh	WRN inhibitor	EPAC2 antagonist	EPAC1 antagonist	molecule
13	4%	-1.2	-16%	2%	-2	-6%	-4%	-22%	COc1ccc(C(=O)c2coc3ccc(O)c(CN4CCCCC4)c23)cc1
14	13%	2.8	-1%	x	5	-14%	14%	4%	COc1ccc(C=CC(=O)c2c(OC)cc(OC)c(OC)c2O)cc1
15	-6%	-0.9	-3%	0%	2	-6%	-5%	-21%	CCCCNC(=O)CCC(=O)Nc1ccc2nc(N3CCC(C)CC3)cc(C)c2c1
16	-4%	2.1	-3%	0%	-7	-5%[57.1 µM]	-7%	-13%	COC(=O)Cc1[nH]nc2c1C1(C(=O)N(Cc3ccc(Cl)cc3)c3ccccc31)C(C#N)=C(N)O2 (stereo not given)
17	5%	-1.0	-5%	0%	-6	4%	-7%	5%	CCOc1ncccc1C(=O)Nc1ccc(S(=O)(=O)N2CC(C)CC(C)C2)cc1 (stereo not given)
18	0%	0.4	-7%	-1%	-7	5%	12%	3%	COc1ccc(C(C)NC(=O)c2ccncc2)cc1 (stereo not given)
19	11%	-2.1	-12%	-1%	-6	-6%	-3%	8%	CCOc1ccc(S(=O)(=O)Nc2nc3ccc(OC)cc3s2)cc1
20	10%	-1.7	-3%	-3%	-24	-5%[57.1 µM]	0%	-3%	CC(=O)c1ccc(NC(=O)CSc2nc(=O)cc(N)n2-c2ccccc2)cc1
21	0%	1.1	-10%	2%	6	3%	0%	-5%	CN(C)CCCNC(=O)COc1ccc(Br)cc1Cl
22	9%	0.1	-3%	-2%	x	-17%	-18%	-21%	CCOC(=O)c1c(N)n(CCOC(=O)c2cccs2)c2nc3ccccc3nc12
23	-8%	-0.4	-9%	-5%	3	-5%	-1%	-15%	COc1ccc(NC(=O)c2nc(S(=O)(=O)Cc3cccc(C)c3)ncc2Cl)c(OC)c1
24	14%	-1.1	-14%	-1%	0	-3%	-12%	-17%	COc1ccc(OC)c(C(=O)CCCC(=O)c2cc(OC)ccc2OC)c1
25	3%	-2.5	-3%	-2%	17	-3%	-4%	-9%	CC(C)n1cc(-c2ccc(Cl)cc2)cc(C#N)c1=O
26	4%	-0.2	24µM*	-1%	0	4%	u	-19%	O=C(O)c1ccc(CN(Cc2ccccc2)S(=O)(=O)c2ccc(Cl)cc2)cc1
27	11%	0.5	-4%	2%	-2	-3%	1%	-12%	O=C(CN1CC[n+]2c(-c3ccccc3)csc21)c1ccc(Br)cc1
28	-9%	-0.6	0%	0%	-26	-8%	1%	-10%	O=C(NCc1ccccc1Cl)C1CCN(S(=O)(=O)c2cccc3nonc23)CC1
29	1%	-1.0	-12%	0%	5	0%	-18%	12%	Cc1ccc(S(=O)(=O)NC(=O)NN2CCCCCC2)cc1
30	-7%	-1.7	-10%	x	-8	-5%	19%	3%	Cc1cccc(/C=C/c2onc(C)c2[N+](=O)[O-])n1
31	-2%	-2.0	9%	-3%	-12	-7%	u	-3%	COc1ccccc1N1CCN(c2ncnc3sc(C)c(-c4ccccc4)c23)CC1
32	6%	0.1	-2%	1%	-2	13%	4%	-5%	COC(=O)CNC(=O)C(CCSC)NC(C)=O (stereo not given)
33	-20%	-0.7	4%	1%	16	-6%	-13%	-25%	CCc1cc(Cn2nc(-c3ccccc3)cc2C(=O)NCc2ccc(C)cc2)on1
34	-10%	-2.5	-1%	-1%	0	-14%	4%	-11%	Cc1cc(C(=O)OCC(=O)c2ccccc2)c2ccccc2n1
35	0%	-0.5	-12%	0%	4	-10%	13%	3%	Cc1nc2ccccn2c1/C(O)=C1\C(=O)C(=O)N(CCCn2ccnc2)C1c1ccncc1 (stereo not given)
36	-17%	1.2	-1%	-3%	9	-5%	3%	-10%	CN(C(=O)c1ccc(NC(=O)Cc2ccc(NC(=O)C3CCCN(C(=O)c4ccccc4)C3)cc2)cc1)C1CC1 (stereo not given)
37	-5%	-1.7	1%	1%	-2	-5%	3%	-14%	COC(=O)CCCNC(=O)c1ccc2nc(Cc3ccc(OC)cc3)oc2c1
38	-1%	-1.0	3%	0%	0	-3%	3%	-2%	CCN(CC)C(=O)C(C)N(C#N)c1nc(Cl)nc(N(C)C)n1 (stereo not given)
39	2%	0.4	-6%	0%	5	-10%	1%	15%	O=C(Nc1ccc2c(c1)OCO2)c1cc(-c2ccccc2Cl)on1
40	7%	-3.7	0%	1%	-1	0%	-4%	-3%	Cc1cccc(NC(=O)CSCC(=O)Nc2nnc(C3CC3)s2)c1
41	-6%	0.5	4%	1%	9	5%	12%	10%	Cc1ccc(S(=O)(=O)N2CCN(C(=O)CCn3cncn3)CC2)cc1C
42	10%	-1.8	-3%	2%	-5	-27%[57.1 µM]	-4%	20%	O=c1[nH]cc([N+](=O)[O-])cc1Br
43	0%	0.9	0%	0%	x	6%	24%	0%	Cc1[nH]n(-c2ccccc2)c(=O)c1Sc1ccc(Cl)cc1
44	-10%	-1.0	0%	0%	1	2%	3%	10%	COc1ccc(-n2c(SCC(=O)Nc3ccccc3)nc3c(c2=O)SCC3)cc1
45	3%	-3.0	11µM*	2%	-27	23%	-5%	-10%	O=C(O)CCCC(=O)Nc1ccn(-c2ccccc2)n1
46	-4%	-4.5	-4%	2%	2	-6%	20%	1%	CCOC(=O)CNC(=O)CN1C(=O)CC(c2ccccc2)S(=O)(=O)c2ccccc21 (stereo not given)
47	13%	0.0	1%	35µM*	4	u	-26%	-14%	Cc1cc(C)c(S(=O)(=O)NCCn2c(C)cc3ccccc32)c(C)c1

# Reprinted: entries 33–47
nr	EPAC1 agonist	CCT chaperon mod	PLK1 PBD inh	MmCpn inh	PI5P4Ka inh	WRN inhibitor	EPAC2 antagonist	EPAC1 antagonist	molecule
33	-20%	-0.7	4%	1%	16	-6%	-13%	-25%	CCc1cc(Cn2nc(-c3ccccc3)cc2C(=O)NCc2ccc(C)cc2)on1
34	-10%	-2.5	-1%	-1%	0	-14%	4%	-11%	Cc1cc(C(=O)OCC(=O)c2ccccc2)c2ccccc2n1
35	0%	-0.5	-12%	0%	4	-10%	13%	3%	Cc1nc2ccccn2c1/C(O)=C1\C(=O)C(=O)N(CCCn2ccnc2)C1c1ccncc1 (stereo not given)
36	-17%	1.2	-1%	-3%	9	-5%	3%	-10%	CN(C(=O)c1ccc(NC(=O)Cc2ccc(NC(=O)C3CCCN(C(=O)c4ccccc4)C3)cc2)cc1)C1CC1 (stereo not given)
37	-5%	-1.7	1%	1%	-2	-5%	3%	-14%	COC(=O)CCCNC(=O)c1ccc2nc(Cc3ccc(OC)cc3)oc2c1
38	-1%	-1.0	3%	0%	0	-3%	3%	-2%	CCN(CC)C(=O)C(C)N(C#N)c1nc(Cl)nc(N(C)C)n1 (stereo not given)
39	2%	0.4	-6%	0%	5	-10%	1%	15%	O=C(Nc1ccc2c(c1)OCO2)c1cc(-c2ccccc2Cl)on1
40	7%	-3.7	0%	1%	-1	0%	-4%	-3%	Cc1cccc(NC(=O)CSCC(=O)Nc2nnc(C3CC3)s2)c1
41	-6%	0.5	4%	1%	9	5%	12%	10%	Cc1ccc(S(=O)(=O)N2CCN(C(=O)CCn3cncn3)CC2)cc1C
42	10%	-1.8	-3%	2%	-5	-27%[57.1 µM]	-4%	20%	O=c1[nH]cc([N+](=O)[O-])cc1Br
43	0%	0.9	0%	0%	x	6%	24%	0%	Cc1[nH]n(-c2ccccc2)c(=O)c1Sc1ccc(Cl)cc1
44	-10%	-1.0	0%	0%	1	2%	3%	10%	COc1ccc(-n2c(SCC(=O)Nc3ccccc3)nc3c(c2=O)SCC3)cc1
45	3%	-3.0	11µM*	2%	-27	23%	-5%	-10%	O=C(O)CCCC(=O)Nc1ccn(-c2ccccc2)n1
46	-4%	-4.5	-4%	2%	2	-6%	20%	1%	CCOC(=O)CNC(=O)CN1C(=O)CC(c2ccccc2)S(=O)(=O)c2ccccc21 (stereo not given)
47	13%	0.0	1%	35µM*	4	u	-26%	-14%	Cc1cc(C)c(S(=O)(=O)NCCn2c(C)cc3ccccc32)c(C)c1

# Screening data (PubChem)
